Compound activity: PubChem, several laboratories
Platelet DG rel: inhibitors of platelet dense granule secretion, primary screen, cell-based, MLPCN, human platelets; human platelet-rich plasma, SFLLRN dense granule ATP release, luminescence; inhibition, %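 (compounds screened at 7.5 µM in platelet-rich plasma)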; 300,000 compounds, 0.22% hits;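 active means mean replicate score, as percent of positive control, at or above 50; inconclusive means mean below 50 but at least one replicate at or above 50; inactive means mean and every replicate below 50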
aSyn UTR inh: MLPCN primary screen, SNCA 5' untranslated region. alpha-synuclein 5'UTR reporter, inhibitor activity. inhibition, % (tested at 7.5 µM). 300,000 compounds, 0.82% hits; in the data active means inhibition above about 60%; inconclusive means no clear call, values can overlap the other calls;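 further: H4 neuroglioblastoma cells stably carrying SNCA 5'UTR luciferase fusion; 0% = DMSO wells and 100% = positive control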
KLF5 inh: KLF5 expression inhibitors, primary screen, DLD-1 cells, luminescence; DLD-1 KLF5 promoter-luciferase reporter; inhibition, % at 5 µM; 290,000 compounds, 0.23% hits; AID 1700, 2009;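 active means inhibition above a per-plate limit of that plate's mean compound inhibition plus 3 SD, cut at about 60% in these data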;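 further: 0% = DMSO wells and 100% = LY294002 at 200 µM; higher means less KLF5 promoter-driven luciferase light; inactives centre near -14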
HSP90 inh: HSP90 inhibitors, primary screen, cell lysate, luminescence; Rabbit reticulocyte lysate, luciferase refolding luminescence, 3 h; inhibition, % at 5.6 µM; 290,000 compounds, 0.91% hits; AID 1789, 2009;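 active means inhibition above the screen-wide mean plus 3 SD, computed separately per campaign, cut at about 16% in these data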;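 further: 0% = DMSO wells and 100% = 60 µM geldanamycin wells; inhibitors lower the luminescence because luciferase stays unfolded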
IEC-6 tox: cytotoxicity in IEC-6 intestinal epithelial cells, primary screen, cytotoxicity control for KLF5 inhibitor project, cell-based, luminescence | IEC-6 cytotoxicity, luminescence viability | inhibition, % at 5 µM | 290,000 compounds, 0.78% hits; in the data active means inhibition above about 22%;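 further: 0% = plate median of test compound wells and 100% = cytotoxic reference compound wells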
HSF1 inh: HSF1 inhibitors in luciferase reporter cells, primary screen, cell-based, NIH3T3, luminescence | NIH3T3-HGL HSE-luciferase, MG132-induced, luminescence 8 h; active compounds read low | activity change, negative = inhibition, % at 7.5 µM (by protocol) | 300,000 compounds, 0.77% hits;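 active means more than half of replicate wells show activity change below -50%, luminescence cut by over half; inconclusive means some wells, but at most half, below -50%; inactive means no replicate well below -50%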;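 further: luciferase reports HSF-1 transcriptional activity via heat shock element; 0% = median of DMSO wells and -100% = zero luminescence signal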
HSF-1 act: HSF-1 activators, primary screen, NIH3T3-HGL cells, MG132 stress, luminescence, single point; 300,000 compounds, 1.7% hits; NIH3T3-HGL HSF-1 luciferase reporter, 8 h; 100% = twice DMSO control signal; activation, % at 9 µM;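 active means mean replicate activation of at least 50% with a set share of replicates each reaching 50%; inconclusive means only one of those two conditions met; inactive means mean below 50% and too few replicates reaching it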;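 further: 0% = median of the neutral control wells and 100% = twice that signal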
HIF act: HIF pathway transcriptional activators, primary screen, cell-based, U2OS HRE-luciferase, luminescence; U2OS HRE-luciferase reporter; normalized: DMSO 0%, desferrioxamine 100%; activation, % at 7.5 µM (by protocol); 300,000 compounds, 0.32% hits;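 active means mean activation of at least 10% of the iron chelator positive control signal, with at least half of replicates also reaching 10%; inconclusive means mean and replicate majority disagree about reaching 10%; inactive means mean and most replicates under 10%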
AI-2 QS modul: Vibrio harveyi AI-2 quorum sensing modulators, primary screen, JMH597 strain, luminescence/OD600 ratio; Vibrio harveyi JMH597 AI-2 luminescence/OD600 ratio, 9 h; active compounds read low; strain lacks LuxN and CqsS sensors; 0 = neutral-control median; 300,000 compounds, 0.4% hits; activity change, % at 7.5 µM; in the data active means activity change below about -75%, passing the limit was not always enough; inconclusive means no clear call, values can overlap the other calls;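 further: luminescence divided by OD600 gain over 9 h not by final OD600 alone; inactives centre near 13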
SKKanGAS inh: S. pyogenes SKKanGAS growth inhibitors in kanamycin, primary screen, streptokinase expression inhibitor project, SKKanGAS strain, BacTiter-Glo luminescence; 6 h; inhibition, % at 7.5 µM; 300,000 compounds, 1.3% hits;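 active means mean replicate score, as percent of positive control median, at least 50; inconclusive means mean below 50 but one replicate at or above 50; inactive means mean and every replicate below 50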;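 further: strain carries kanamycin resistance gene driven by streptokinase promoter and grows in 40 µg/ml kanamycin; loss of luminescence reflects streptokinase promoter inhibition or plain growth inhibition; 0% = median of DMSO wells and 100% = positive control at its reference dose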
Numbers without * were called inactive; u = inconclusive; x = not tested or not shown. An unsorted share of the library; any-hit rate near 6%.

SMILES	Platelet DG rel	aSyn UTR inh	KLF5 inh	HSP90 inh	IEC-6 tox	HSF1 inh	HSF-1 act	HIF act	AI-2 QS modul	SKKanGAS inh
Cc1cc(C)c2[nH]c(=O)c(=O)[nH]c2c1	9	6	12	-1	6	0	16	0.1	13	7
CC1(C(=O)O)Cc2ccccc2C(=O)O1 (stereo not given)	-13	-23	7	-2	-3	-11	-12	0.4	5	-5
CCn1c(=N)n(CC(=O)C23CC4CC(CC(C4)C2)C3)c2ccccc21	6	-5	-9	-6	3	2	-3	-0.9	18	-4
Cc1ccc(NC(=O)c2cccs2)cc1	6	-145	-92	-1	-1	20	14	3.4	16	1
O=C(O)c1ccccc1SCc1ccc2c(c1)OCO2	5	9	-6	4	2	3	-10	-24	24	5
CC(=O)NNc1cc(=O)c2c(=O)n(C)c(=O)n(C)c2[nH]1	-18	14	-21	1	1	-6	-8	-0.1	9	-2
COc1ccc(OC)c(-c2cc(C(=O)Nc3cc(C)n(Cc4ccc(Cl)cc4)n3)no2)c1	4	-20	2	-1	7	2	15	-0.3	x	10
Cc1ccc(S(=O)(=O)N2CCN(C(=O)COC(=O)CCOc3cc(C)ccc3C)CC2)cc1	-16	5	x	x	x	5	22	-0.5	-6	-5
CCc1ccc(-c2cc(C)no2)cc1S(=O)(=O)N1CCC(C)CC1	-2	19	-17	1	8	7	30	-0.4	25	0
CN(CC(=O)Nc1cccc(F)c1)C(=O)c1cc(-c2ccco2)nc2ccccc12	5	12	x	x	x	-8	3	-0.3	-5	5
O=C(Nc1cnccn1)c1cccnc1	-9	8	-65	-2	-4	-9	-19	-0.4	29	-4
N#CC1=C(N)Oc2n[nH]c(-c3cccs3)c2C1c1ccccc1C(=O)O (stereo not given)	14	21	-14	7	5	-7	4	0.2	22	-5
O=C(CC1OC(=O)c2ccccc21)Nc1ccc(Cl)c(S(=O)(=O)N2CCCCC2)c1 (stereo not given)	3	-1	x	x	x	16	25	0.3	27	1
CCOC(=O)c1c(-c2ccc(F)cc2)cn2ccccc12	1	13	-19	1	-2	10	23	0.6	-2	-3
CCOc1ccccc1NC(=O)CSc1nnc(CNC(=O)c2cccs2)o1	5	3	-15	-3	-6	-1	3	0.2	38	2
O=C(COc1ccc(F)c(Cl)c1)c1ccc[nH]1	-2	-71	-29	5	-3	63	93*	3.3	30	0
CCC(C(=O)N1CCOCC1)n1c2ccccc2c2nc(=O)cc(C)n21 (stereo not given)	1	12	-62	1	-4	-2	0	-0.6	52	-10
O=C(Oc1ccc2c3c(c(=O)oc2c1)CCC3)c1ccccc1[N+](=O)[O-]	-7	-14	-14	3	-4	0	-22	-0.1	11	5
O=C(OCc1cccc(Cl)c1)c1cc([N+](=O)[O-])ccc1N1CCOCC1	9	6	x	x	x	11	21	1.4	37	5
O=C(Nc1cccc(C(=O)N2CCN(c3ccc(F)cc3)CC2)c1)c1ccccc1	4	6	-6	-1	4	3	8	-0.2	11	-1

2 records picked at random from those above, as already listed:
SMILES	Platelet DG rel	aSyn UTR inh	KLF5 inh	HSP90 inh	IEC-6 tox	HSF1 inh	HSF-1 act	HIF act	AI-2 QS modul	SKKanGAS inh
O=C(Nc1cccc(C(=O)N2CCN(c3ccc(F)cc3)CC2)c1)c1ccccc1	4	6	-6	-1	4	3	8	-0.2	11	-1
N#CC1=C(N)Oc2n[nH]c(-c3cccs3)c2C1c1ccccc1C(=O)O (stereo not given)	14	21	-14	7	5	-7	4	0.2	22	-5

(further entries)
SMILES	Platelet DG rel	aSyn UTR inh	KLF5 inh	HSP90 inh	IEC-6 tox	HSF1 inh	HSF-1 act	HIF act	AI-2 QS modul	SKKanGAS inh
O=C(NCc1ccco1)c1nc2ncccn2n1	1	15	10	0	-3	-2	-12	0.6	-6	-20
CC1CCCC(C)N1CC(C)(C)NS(=O)(=O)c1ccc(Cl)cc1 (stereo not given)	-6	-2	-47	1	-3	-10	-4	0.3	1	-4
N#CCOc1ccc2oc(-c3ccco3)cc(=O)c2c1	-2	11	-30	2	4	6	33	1.1	14	-13
Cc1ccccc1OCc1n[nH]c(=S)n1-c1cccc(Cl)c1	-6	10	-36	4	1	-2	26	-0.9	5	-2
O=C(O)c1ccc(OCC(F)(F)F)nc1	3	-1	13	0	-3	2	-7	-0.3	25	-2
CCC(C)NC(=O)CNC(=S)N(Cc1ccc(F)cc1)C1CCCCC1 (stereo not given)	33	29	21	-1	10	4	14	-0.4	0	-2
O=S(=O)(Nc1ccc(F)cc1Cl)c1ccc(-c2cnc(C3CC3)o2)cc1	-5	68*	55	-1	82*	-22	-31	-0.5	-1	9
CN(C(=O)COC(=O)c1cccc(F)c1)c1ccccc1	5	16	-35	8	-2	-1	4	0.1	12	0
COc1ccc(CCn2nnc(-c3ccc(NC(C)=O)c(Cl)c3)n2)cc1	-1	16	-3	2	-6	-1	3	-0.1	7	2
CCC(C)(NC=O)C(=O)Nc1c(C)cccc1C (stereo not given)	12	4	-21	0	-6	-11	-8	-0.6	18	-4
CC(=O)c1c(N2CCN(C(=O)c3ccco3)CC2)nc(=S)n(-c2ccccc2)c1C	2	5	-17	-4	-5	-6	-5	-0.4	-7	5
CC(C)c1cc(C(=O)N2CCCC(N3CCN(c4ccc(F)cc4)CC3)C2)no1 (stereo not given)	-4	14	-7	-7	-4	-3	-3	-0.9	16	-3
CSCCC(NS(=O)(=O)c1ccccc1F)C(=O)N1CCCCCCC1 (stereo not given)	-11	16	-2	-2	-1	-1	4	-0.1	15	-3
O=C(CSc1nnc(-c2ccccc2)n1Cc1ccccc1)NNC(=O)c1ccccc1O	-6	12	-12	0	-6	16	6	-0.2	21	7
O=C(/C=C/c1ccc([N+](=O)[O-])cc1)N1CCN(c2ccccc2F)CC1	-4	-27	-3	0	2	-1	17	0.0	17	-7
Cc1ccc(/C=N/NC(=O)C(c2ccncc2)N2CCOCC2)cc1 (stereo not given)	-15	8	-7	0	1	1	3	-0.4	4	-1
Cc1ccc2c(C(=O)CN3CCSCC3)c(C)[nH]c2c1	x	x	-24	0	2	x	x	x	25	x
Cc1cc(N2C(=O)C(O)=C(C(=O)c3ccco3)C2c2ccc(O)cc2)no1 (stereo not given)	33	-14	-32	-2	2	-3	-5	0.0	6	1
CC1(C)CC(=O)C(C(=O)C2CCN(S(=O)(=O)c3ccccc3)CC2)C(=O)C1	3	7	-28	2	1	-2	3	0.0	-1	-16
Cc1cc(=O)[nH]c2ccc(S(=O)(=O)N3CCOCC3)cc12	9	-5	-13	8	-5	3	23	-0.1	-6	-12
Brc1ccc(C2=CC(c3ccco3)n3ncnc3N2)cc1 (stereo not given)	-8	-32	-9	8	8	-57*	-65	-0.6	11	12
CCOC(=O)C1=C(c2ccccc2)Nc2ncnn2C1c1ccc(C(=O)O)cc1 (stereo not given)	-3	-4	-39	4	6	-6	6	1.9	1	-1
COC(=O)c1c(C)nn(-c2ccccc2)c1-n1cccc1	8	14	-39	-2	1	-1	-2	-0.1	23	-4
OC1NC(=S)N(c2ccccc2)C1O (stereo not given)	14	14	-23	3	2	-5	-7	0.3	16	-7
C(=C\c1ccco1)/C=N/n1cnnc1	x	14	1	3	-5	-2	13	-0.7	3	-11
CCOC(=O)c1[nH]c2ccc(OCC)cc2c1CCCN1C(=O)c2ccccc2C1=O	-2	4	-10	0	-1	7	16	-0.8	5	7
CCn1ncc(C2=NOC(C(=O)Nc3ccccc3C(=O)OC)C2)c1C (stereo not given)	2	-3	-7	4	0	-5	13	0.2	19	-7
O=C(O)c1nccnc1C(=O)Nc1ccc(Oc2c(Cl)cccc2Cl)nc1	-22	0	-43	-1	5	1	3	-0.1	x	-12
COc1cc(Cc2nc3ccc(S(=O)(=O)N4CCOCC4)cc3[nH]2)cc(OC)c1OC	0	-2	-4	1	3	5	29	-0.1	27	-2
Cn1cccc1Cc1nnc(SCC(=O)N2CCc3ccccc32)n1CCc1ccccc1	-2	7	-4	22*	-11	3	4	-0.3	36	-3
CC(C)c1nnc(NC(=O)CCC(=O)Nc2ccccc2)s1	-3	-7	-69	7	-4	4	8	0.6	5	3
Nc1nc(CSc2nc3ccccc3s2)nc(N2CCCCC2)n1	2	28	-1	3	-2	13	26	-0.1	35	10
Nc1ccc(-n2nc3ccccc3n2)cc1	1	u	x	x	x	-4	-5	-2.1	17	-5
Cc1noc(NS(=O)(=O)c2ccc(NC(=O)Cc3ccc([N+](=O)[O-])cc3)cc2)c1C	-38	14	-19	-4	-5	1	-8	-0.1	47	0
CCOC(=O)C1(C)NC(c2ccccc2F)C2C(=O)N(CC)C(=O)C21 (stereo not given)	5	20	10	-3	0	-2	-4	0.3	-3	2
C/C(=N/NC(=O)CNC(=O)C(c1ccccc1)c1ccccc1)c1ccco1	-2	-3	-35	5	3	0	5	0.4	18	55*
O=[N+]([O-])c1cccc(Cl)c1CSc1ccccn1	10	2	-34	1	3	11	27	-0.5	9	18
O=C1CN(C(=O)COC(=O)COc2ccc3c(c2)CCC3)c2ccccc2N1	-2	-4	-4	1	1	-2	0	-0.7	-44	5
O=C(O)C1CCN(Cc2cnn(-c3ccccc3)c2-n2cccc2)CC1	0	23	-28	2	-5	-6	-17	0.3	x	5
CC(C)c1ccc(OCc2ccc(C(=O)N3CCN(c4ccccn4)CC3)cc2)cc1	0	-61	-17	1	-4	5	5	0.1	19	14
CC(C)CC(NS(=O)(=O)c1cccc(C(=O)O)c1)C(=O)O (stereo not given)	5	15	-5	2	-2	-7	4	0.3	19	-1
CCN(CC)c1ncnc2sc3c(c12)CCC3	9	29	-15	0	-3	-11	-13	-0.3	26	-3
O=C(Cn1c(=O)sc2ccccc21)Nc1nc2c(s1)CCCC2	11	12	-8	1	-2	-1	-8	-2.3	-11	2
C#CCOCCOCCOCCNc1nc(N2CCN(C(=O)Cn3cc(CC(C)O)nn3)CC2)nc(N2CCN(C(=O)[C@H]([C@@H](C)CC)n3cc(CCCN=C(N)N)nn3)CC2)n1 (stereo not given in full)	4	3	-7	-1	3	0	0	0.6	12	0
O=C(NC1CCCc2ccccc21)c1cccnc1 (stereo not given)	x	18	-5	0	-2	-3	4	0.2	23	0
C=CCn1c(SCC(=O)NC(C)(C)C)nnc1-c1ccccc1O	1	-3	-17	-1	10	0	-7	-0.2	33	5
CCn1c(CSCc2ccc(C)cc2)nnc1SCC(=O)NCc1ccccc1	-9	3	-16	1	5	1	9	-0.1	31	-1
COc1cc(/C=C/C(=O)OC(C)C(=O)Nc2c(C)n(C)n(-c3ccccc3)c2=O)ccc1OCC#N (stereo not given)	-3	-3	-9	-3	-3	-4	4	-0.2	17	-10
COc1ccc(NC(=S)N2CCC(C(=O)c3ccc(F)cc3)CC2)c(OC)c1	0	-3	-22	2	-5	2	-12	-0.2	-2	2
